MrgX1 PAM = allosterically activates human MrgX1 receptor signaling; B-score at 10 µM; MrgX1-HEK293, Fluo-4 calcium flux, FDSS; stronger effect = higher value; AID 588675; Q96LB2; actives 0.63% (n = 310,000);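 active = plate-corrected calcium response at least 3 library SD above typical, normal starting fluorescence, not activating the receptor alone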;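 note: compound read alongside a low EC10 to EC30 dose of BAM8-22 agonist; peak minus trough fluorescence over baseline measured at the second addition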
TRPC6 inh = inhibitors of mouse TRPC6 channel; Q61143; HEK293-TRPC6, membrane potential dye, ACh-evoked depolarization; stronger effect = lower value; B-score at 10 µM; actives 1.1% (n = 310,000); AID 2553;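 active = B-score under library mean minus 3 SD, initial fluorescence not abnormally high, positive integrated signal ratio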;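 note: B-score derived from integrated fluorescence ratio over the kinetic read; more negative B-score means stronger inhibition of depolarization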
Target sequence (Q61143 whole entry, looked up): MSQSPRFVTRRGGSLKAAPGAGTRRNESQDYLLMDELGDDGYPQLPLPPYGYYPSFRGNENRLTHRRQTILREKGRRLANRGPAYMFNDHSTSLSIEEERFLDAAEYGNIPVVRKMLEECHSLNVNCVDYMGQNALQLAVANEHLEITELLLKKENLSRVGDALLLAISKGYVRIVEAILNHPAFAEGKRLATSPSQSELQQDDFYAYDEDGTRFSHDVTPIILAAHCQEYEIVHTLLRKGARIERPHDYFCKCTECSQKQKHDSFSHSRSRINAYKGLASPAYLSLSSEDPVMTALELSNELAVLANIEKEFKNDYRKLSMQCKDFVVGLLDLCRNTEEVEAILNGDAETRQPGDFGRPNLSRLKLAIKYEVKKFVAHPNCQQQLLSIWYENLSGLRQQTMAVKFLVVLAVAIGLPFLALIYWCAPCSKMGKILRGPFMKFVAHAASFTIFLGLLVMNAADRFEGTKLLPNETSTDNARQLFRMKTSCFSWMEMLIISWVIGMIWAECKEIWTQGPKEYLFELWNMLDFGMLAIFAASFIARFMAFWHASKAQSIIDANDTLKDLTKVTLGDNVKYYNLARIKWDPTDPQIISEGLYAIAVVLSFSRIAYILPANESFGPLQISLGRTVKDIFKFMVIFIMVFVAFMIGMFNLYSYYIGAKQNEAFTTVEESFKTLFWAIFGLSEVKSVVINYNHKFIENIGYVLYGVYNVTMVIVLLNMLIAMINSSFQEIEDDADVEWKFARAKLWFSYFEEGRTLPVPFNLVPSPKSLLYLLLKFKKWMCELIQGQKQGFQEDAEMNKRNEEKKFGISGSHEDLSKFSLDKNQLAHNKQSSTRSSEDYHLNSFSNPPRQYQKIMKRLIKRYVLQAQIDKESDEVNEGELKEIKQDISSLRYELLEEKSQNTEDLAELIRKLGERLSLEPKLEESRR
TRPC6 act = activators of mouse TRPC6 channel | B-score at 10 µM | HEK293-TRPC6 membrane potential dye fluorescence; stronger effect = higher value | Q61143 | actives 0.13% (n = 310,000) | AID 2550;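 active = B-score of the integrated fluorescence ratio above library mean plus 3 SD, and starting fluorescence ratio within library mean plus 5 SD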;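 note: higher score means more depolarization so channel activation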
TRPC4 block = TRPC4 (mouse) channel inhibition | Q9QUQ5 | HEK293 TRPC4beta/mu-opioid, DAMGO-evoked Fluo4 calcium flux; stronger effect = lower value | B-score at 10 µM | actives 0.39% (n = 300,000) | AID 2247;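 active = B-score over 3 SD under the library average, no early fluorescence shift, positive overall ratio signal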
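Assay system: TRPC4beta/mu-opioid receptor HEK293 cell line; compound dosing: single concentration per test compound; detection: Fluo4 Ca2+ flux fluorescence; evaluation: per-well B score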
TRPC4 PAM = allosteric potentiators of mouse TRPC4 channel | B-score at 10 µM | Q9QUQ5 | actives 0.42% (n = 310,000) | HEK293 TRPC4beta/mu-opioid, DAMGO EC20, Fluo-4 Ca2+ flux; stronger effect = higher value;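 active = B-score of calcium response area above 5 SD of library B-scores, with initial fluorescence ratio within 5 SD of library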;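 note: B-score of integrated fluorescence ratio over time as area under calcium response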
TRPC4 act = opens the mouse TRPC4 cation channel; Q9QUQ5; HEK293 TRPC4beta/mu-opioid, Fluo4 calcium fluorescence; stronger effect = higher value; B-score at 10 µM; actives 0.49% (n = 310,000); AID 2237;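 active = B-score above 5 SD of library B-scores, and initial fluorescence ratio not above library mean plus 5 SD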;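 note: positive B-score marks a calcium rise read as TRPC4 activation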
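System: HEK293 cells stably co-expressing mouse TRPC4beta and mu-opioid receptor; Schedule: Fluo4 dye loading 45 min at room temperature, 110 s recording; Detection: Fluo4 fluorescence, kinetic; Evaluation: B-scored integrated calcium fluorescence ratio; Controls: buffer (low) and maximal DAMGO (high).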
MrgX1 antag = human MrgX1 receptor antagonism, primary screen. Q96LB2. MRGX1-HEK293 calcium flux, Fluo-4, BAM8-22 antagonism; stronger effect = lower value. AID 588676. actives 1.3% (n = 310,000). B-score at 10 µM;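 active = calcium-response B-score plate-corrected more than 3 library SD below zero, starting fluorescence within 5 deviations, no agonist response on first addition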;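 note: peak minus trough fluorescence over baseline after final BAM8-22 challenge near maximal dose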
MrgX1 ag = activates human MrgX1 receptor signaling | B-score at 10 µM | Q96LB2 | AID 588627 | actives 0.44% (n = 310,000) | MrgX1-HEK293 cells, Fluo-4 calcium fluorescence, agonist mode; stronger effect = higher value;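 active = calcium response B-score plate-corrected fluorescence ratio at least 3 library SD, with starting fluorescence B-score inside 5 SD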
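Material: MrgX1-expressing HEK293 cells / Dosing: compound as first of three additions / Incubation: overnight seeding, then 1 h dark dye loading / Signal: Fluo-4 NW calcium fluorescence / Evaluation: B-scored fluorescence response ratio / Benchmarks: positive and negative control wells on each plate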
TMEM16A act = activates or potentiates the mouse TMEM16A chloride channel. actives 0.3% (n = 340,000). B-score at 10 µM. HEK293 TMEM16A/YFP-H148Q/I152L, iodide quench fluorescence; stronger effect = lower value. AID 623877. Q8BHY3;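 active = fluorescence-ratio B-score plate-corrected deviation score at least 3 library SD below zero, with starting fluorescence score within 5 deviations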;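 note: channel opened by trigger with iodide after compound preincubation; score built on the fluorescence ratio of max minus min over baseline; more negative score means more quench and so TMEM16A activation or potentiation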
RGS4 inh = inhibitors of human RGS4; P49798; HEK293 M3R/RGS4 inducible, Fluo-4 calcium flux; stronger effect = higher value; triggered by carbachol at its EC20; B-score at 10 µM; actives 0.45% (n = 310,000); AID 463165;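 active = B-score, a plate-corrected calcium signal, over three deviations above library mean, with baseline fluorescence within five deviations of library mean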;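 note: RGS4 expression induced by doxycycline in cells with stable M3 receptor; B-score is computed from the integrated fluorescence ratio over baseline after carbachol; higher B-score means a larger calcium signal and so more RGS4 inhibition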
ANO1 block = inhibitors of mouse TMEM16A calcium-activated chloride channel. Q8BHY3. HEK293 TMEM16A/YFP iodide influx fluorescence, ionomycin. normalized B-score (activity score, 25-100; higher = stronger inhibition) at 10 µM. actives 1.2% (n = 310,000). AID 588511;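 active = ratio plate-corrected score three or more library SD toward inhibition, starting fluorescence score within five deviations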;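 note: score derived from kinetic fluorescence span divided by baseline fluorescence per well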
* = called active by the depositor; i = inactive; . = no result given.

SMILES	MrgX1 PAM	TRPC6 inh	TRPC6 act	TRPC4 block	TRPC4 PAM	TRPC4 act	MrgX1 antag	MrgX1 ag	TMEM16A act	RGS4 inh	ANO1 block
Cc1ccc(OCCC(=O)OCC(=O)Nc2ccc(N3CCOCC3)cc2)cc1	i	i	i	i	i	i	i	i	i	i	i
c1ccc2c3c([nH]c2c1)-c1[nH]ncc1CC3	i	i	i	i	i	i	i	i	i	i	i
COc1ccc(NC(=O)CN(C)C(=O)c2oc3ccccc3c2C)cc1	i	i	i	i	i	i	i	i	i	i	i
COc1ccc(N(C(=O)c2snc(C(N)=O)c2N)C(C(=O)NC2CCCC2)c2cc(OC)ccc2OC)cc1 (configuration not stated)	i	i	i	i	i	i	i	i	i	i	i
CN1C(=O)CSc2ccc(NC(=O)Nc3ccccn3)cc21	i	i	i	i	i	i	i	i	i	i	i
Cc1cccc(C)c1NC(=O)CN(C)C(=O)c1cc(S(=O)(=O)N(C)C)ccc1N1CCCC1	i	i	i	i	i	i	i	i	i	i	i
Cc1nn(CC(=O)NNC(=O)c2cccc(Br)c2)c(C)c1[N+](=O)[O-]	i	i	i	i	i	i	i	i	i	i	i
COc1ccccc1Cc1nc2ccccc2n1S(=O)(=O)c1ccc(Cl)cc1	i	i	i	i	i	i	i	i	i	i	i
Cn1cc(S(=O)(=O)NCc2ccc(F)cc2)c(=O)n(C)c1=O	i	i	i	i	i	i	i	i	i	i	i
O=C1CC(c2cccs2)c2cc3c(cc2N1)OCO3 (configuration not stated)	i	i	i	i	i	i	i	i	i	i	i
O=C(CSc1nnc(-c2ccncc2)o1)NC1CCCCC1	i	i	i	i	i	i	i	i	i	i	i
Cc1ccc(CN2CCN(/N=C/c3cccs3)CC2)cc1	i	i	i	i	i	i	i	i	i	i	i
Cc1cc(C)c(/C=N/NC(=O)c2nnn(-c3nonc3N)c2COc2ccc(F)cc2)c(C)c1	i	i	i	i	i	i	i	i	i	i	i
CCN(CC)CCNC(C(=O)Nc1cc(C(F)(F)F)ccc1Cl)c1ccccc1 (configuration not stated)	i	i	i	i	i	i	i	i	i	i	i
Cc1ccc(/C=N\NC(=O)C2COc3cc4ccccc4cc3O2)o1 (configuration not stated)	i	i	i	i	i	112*	i	i	i	i	i
O=C(Nc1ccc(NC(=O)C2CC2)nc1)c1ccccn1	i	i	i	i	i	i	i	i	i	i	i
Cc1ccccc1/C=C/c1cccc[n+]1C	i	i	i	i	i	i	i	i	i	i	i
Cc1cccc(-c2cc3nc(C)cc(N4CC(C)CC(C)C4)n3n2)c1 (configuration not stated)	i	.	.	.	.	.	i	i	i	.	i
Cc1cc(C)c2nc(N(CCN(C)C)C(=O)c3ccc4ccccc4c3)sc2c1	i	i	i	i	i	i	i	i	i	i	i
CC(=O)Nn1cnc2c(c1=O)C1(CCCC1)Cc1ccccc1-2	i	.	.	.	.	.	i	i	i	.	i
Cc1nc(C)c(C(=O)N2CCCC(CCC(=O)NCc3ccc(F)c(F)c3)C2)s1 (configuration not stated)	i	i	i	i	i	i	i	i	i	i	i
Cn1c(=O)c2c(nc(N3CCCC3)n2CC(O)CO)n(C)c1=O (configuration not stated)	i	i	i	i	i	i	i	i	i	i	i
Cc1cc(C(F)(F)F)nn1Cc1n[nH]c(=S)n1-c1ccc(F)cc1	i	i	i	i	i	i	i	i	i	i	i
CCOc1ccc(NS(=O)(=O)c2ccc(C(=O)N3CCCCC3)cc2)cc1	i	i	i	i	i	i	i	i	i	i	i
CCCC1=NN(C(=O)Cc2ccc([N+](=O)[O-])cc2)C(O)(C(F)(F)F)C1 (configuration not stated)	i	i	i	i	i	i	i	i	i	i	i
CCc1nc2sc3c(c2c(=O)n1N)CCC3	i	i	i	i	i	i	i	i	i	i	i
CCOC(=O)CC(=O)Nc1ccc(C)cc1	i	i	i	i	i	i	i	i	i	i	i
O=C(Cc1ccc(Cl)cc1)Nc1ccccc1C(=O)N1CCCC1	i	i	i	i	i	i	i	i	i	i	i
O=C(CN1C(=O)/C(=C\c2ccc(F)cc2)Oc2ccccc21)N1CCN(c2ccccn2)CC1	i	i	i	i	i	i	i	i	i	i	i
NC(=O)C1Cc2ccccc2CN1C(=O)c1cccc(Oc2ccccc2)c1 (configuration not stated)	i	i	i	i	i	i	i	i	i	i	i

The last 2 records of the part above open the next one:
SMILES	MrgX1 PAM	TRPC6 inh	TRPC6 act	TRPC4 block	TRPC4 PAM	TRPC4 act	MrgX1 antag	MrgX1 ag	TMEM16A act	RGS4 inh	ANO1 block
O=C(CN1C(=O)/C(=C\c2ccc(F)cc2)Oc2ccccc21)N1CCN(c2ccccn2)CC1	i	i	i	i	i	i	i	i	i	i	i
NC(=O)C1Cc2ccccc2CN1C(=O)c1cccc(Oc2ccccc2)c1 (configuration not stated)	i	i	i	i	i	i	i	i	i	i	i
Cc1nn(C)cc1C(=O)NNC(=S)Nc1ccccc1	i	i	i	i	i	i	i	i	i	i	i
CC(=O)N1CCOc2ccc(S(=O)(=O)N3CC(C)CC(C)C3)cc21 (configuration not stated)	i	i	i	i	i	i	i	i	i	i	i
CC(NCCc1ccc(S(N)(=O)=O)cc1)C(=O)NCc1ccccc1 (configuration not stated)	i	i	i	i	i	i	i	i	i	i	i
CCOc1ccccc1NC(=O)C(=O)CC(=O)c1cccc(OC)c1	i	i	i	i	i	i	i	i	i	i	i
Cc1nnc(NC(=O)c2cccc(S(=O)(=O)N3CCOCC3)c2)s1	i	i	i	i	i	i	i	i	i	i	i
COc1ccc(CN2CCCC(N3CCN(c4cccc(Cl)c4)CC3)C2)cc1OC (configuration not stated)	i	i	i	i	i	i	i	i	i	i	i
Cc1ccccc1NC(=O)C1C2CC/C=C\CCC21 (configuration not stated)	i	i	i	i	i	i	i	i	i	i	i
COc1cc(CNc2ccc3c(c2)OCCO3)ccc1OCC(N)=O	i	i	i	i	i	i	i	i	i	i	i
O=C(c1nc2ccccn2c1CNCCCn1cccn1)N1CCCC1	i	i	i	i	i	i	i	i	i	i	i
Cc1cc(C)nc(SCc2nnc(SCC#N)n2-c2cccc(Cl)c2)n1	i	i	i	i	i	i	i	i	i	i	i
O=c1c2c3c(sc2ncn1/N=C/c1cccnc1)CCCC3	i	i	i	i	i	i	i	i	i	i	i
Cc1cc2ncn(S(=O)(=O)N3CCCCC3)c2cc1C	i	i	i	i	i	i	i	i	i	i	i
O=C(NCCc1cnc[nH]1)c1ccc(-c2ccccc2)cc1	i	i	i	i	i	106*	i	i	i	i	i
Cc1cccc2nc(-c3cccnc3)c(Nc3ccccc3)n12	i	i	i	i	i	i	i	i	i	i	100*
COc1ccc(N(C(C)C(=O)N/N=C/c2ccc(OC(C)C)cc2)S(C)(=O)=O)cc1 (configuration not stated)	i	i	i	i	i	i	i	i	i	i	i
Cc1ccc(-n2c(SCC(=O)N/N=C/c3ccccc3C(=O)O)nnc2-c2ccccc2)cc1	i	i	i	i	i	i	i	i	i	i	i
O=C(COC(=O)[C@H](Cc1ccccc1)NC(=O)c1cccs1)NC1CC1	i	i	i	i	i	i	i	i	i	i	i
COCCNC(=O)C(NC(=O)C1CCCCC1)C(C)C (configuration not stated)	i	i	i	i	i	i	i	i	i	i	i
O=C(CSc1nnc(CNC(=O)C23CC4CC(CC(C4)C2)C3)n1-c1ccc(F)cc1)Nc1ccccc1	i	i	i	i	i	i	i	i	i	i	i
COC(=O)c1ccccc1NC(=O)CCC(=O)N1CC(C)Oc2ccc(C)cc21 (configuration not stated)	i	i	i	-8*	i	i	i	i	i	i	i
CCc1ccc(C(C(=O)NC(C)(C)CC)N(Cc2ccco2)C(=O)Cn2nnc3ccccc32)cc1 (configuration not stated)	i	i	i	i	i	i	i	i	i	i	i
O=C(NCCN1CCCCC1)/C(=C/c1ccco1)NC(=O)c1ccccc1	i	i	i	i	i	i	i	i	i	i	i
CC1=NN(c2ccccc2)C(=O)C1C=Nc1ccccc1O (configuration not stated)	i	i	i	i	i	i	i	i	i	i	i
COC(=O)c1c(C)n(-c2ccccc2)c2ccc(O)cc12	i	i	i	i	i	i	i	i	i	i	i
OCCNCc1cc(Br)ccc1OCc1ccc(Cl)cc1	i	-5.65*	i	i	i	i	i	i	i	i	i
COc1ccc(OC)c(N(CC(=O)NCCSCc2ccc(C)cc2)S(C)(=O)=O)c1	i	i	i	i	i	i	i	i	i	i	i
Cc1nn(-c2nc3ccccc3[nH]2)c(=O)c2ccccc12	i	i	i	i	i	i	i	i	i	i	i
COc1ccccc1OCCCOc1ccc([N+](=O)[O-])cc1Cl	i	i	i	i	i	i	i	i	i	i	i
CCN(CC(=O)Nc1c(F)cccc1F)C(=O)c1ccc(C#N)cc1	i	i	i	i	i	i	i	i	i	i	i
O=c1c(CN2CCN(c3ccccn3)CC2)coc2ccccc12	i	i	i	i	i	i	i	i	i	i	i
COc1cc2cc(C(=O)N3CCC(Cc4ccccc4)CC3)[nH]c2cc1OC	i	i	i	i	i	i	i	i	i	i	i
CC12CC(NC(=O)N1c1cccc(C(=O)N3CCN(c4ccccc4F)CC3)c1)c1ccccc1O2 (configuration not stated)	i	i	i	i	i	i	i	i	i	i	i
CN(CC(=O)Nc1ccc(Cl)cc1)S(=O)(=O)c1ccc2c(c1)n(C)c(=O)c(=O)n2C	i	i	i	i	i	i	i	i	i	i	i
CCO[C@H]1OC(C(=O)O)=C[C@@H](c2cn(C(C)=O)c3ccccc23)[C@@H]1CCCO	i	i	i	i	i	i	i	i	i	i	i
O=C(NCc1cccs1)C1CC(c2ccc(F)cc2)=NO1 (configuration not stated)	i	i	i	i	i	i	i	i	i	i	i
COc1ccc(CNC(=O)CN2C(=O)C3CCCN3c3ncc(Cl)cc32)cc1 (configuration not stated)	i	i	i	i	i	i	i	i	i	i	i
CCOc1ccc(C(c2c(NC(=O)c3ccccc3)sc(C)c2C)N2CCN(CCO)CC2)cc1 (configuration not stated)	i	i	i	i	i	i	i	i	i	i	i

Assay outcomes deposited in PubChem by Johns Hopkins Ion Channel Center.
